Bioassay records: PubChem BioAssay, Johns Hopkins Ion Channel Center
hERG rescue: compounds protecting human hERG from proarrhythmic drug block | Q12809 | CHO-hERG, FluxOR thallium flux, dofetilide IC70 present | activation (rescue from dofetilide block), less the hit threshold, % at 10 µM | hit rate 0.51% among 310,000;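 active = activation above the mean of controls blocked by dofetilide plus 5 SD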;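 note: thallium influx through hERG after potassium depolarization seen as dye fluorescence rise; in these data hits start at about 4.7%; inactives centre near -7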
KCNK3 block: human KCNK3 channel inhibition, primary screen; B-score at 10 µM; O14649; CHO-KCNK3 thallium flux, FluxOR fluorescence; hits give low values; AID 602410; hit rate 0.84% among 340,000;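 active = B-score under library mean minus 4 SD, starting fluorescence ratio at most library mean plus 5 SD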;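 note: more negative B-score means stronger inhibition of thallium flux through KCNK3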
RGS4 block: human RGS4 inhibition. hit rate 0.45% among 310,000. P49798. AID 463165. B-score at 10 µM. HEK293 M3R/RGS4 inducible, Fluo-4 calcium flux; hits give high values; triggered by carbachol at its EC20;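 active = B-score, a plate-corrected calcium signal, over three deviations above library mean, with baseline fluorescence within five deviations of library mean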;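 note: RGS4 expression induced by doxycycline in cells with stable M3 receptor; B-score is computed from the integrated fluorescence ratio over baseline after carbachol; higher B-score means a larger calcium signal and so more RGS4 inhibition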
RGS4 act: potentiators or activators of RGS4; HEK293 M3R/inducible RGS4, carbachol calcium flux Fluo4; hits give low values; B-score at 10 µM; hit rate 0.92% among 310,000; AID 463111;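 active = B-score of the integrated calcium signal more than 4 SD below the library mean, with starting fluorescence not abnormally high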;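 note: negative B-score means reduced calcium response which marks RGS4 activation or potentiation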
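System: HEK293 FlpIn-TREx cells, stable M3R, doxycycline-inducible RGS4. Timing: overnight RGS4 induction, 30 min dye load 37 °C, 20 min compound RT. Also added: carbachol, ECmax concentration. Measured by: Fluo4 fluorescence kinetic imaging of calcium. Evaluation: integrated calcium ratio converted to B score.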
MrgX1 agonist: activates human MrgX1 receptor signaling; Q96LB2; MrgX1-HEK293 cells, Fluo-4 calcium fluorescence, agonist mode; hits give high values; B-score at 10 µM; hit rate 0.44% among 310,000;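 active = calcium response B-score plate-corrected fluorescence ratio at least 3 library SD, with starting fluorescence B-score inside 5 SD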
Target sequence (Q96LB2 whole entry, looked up): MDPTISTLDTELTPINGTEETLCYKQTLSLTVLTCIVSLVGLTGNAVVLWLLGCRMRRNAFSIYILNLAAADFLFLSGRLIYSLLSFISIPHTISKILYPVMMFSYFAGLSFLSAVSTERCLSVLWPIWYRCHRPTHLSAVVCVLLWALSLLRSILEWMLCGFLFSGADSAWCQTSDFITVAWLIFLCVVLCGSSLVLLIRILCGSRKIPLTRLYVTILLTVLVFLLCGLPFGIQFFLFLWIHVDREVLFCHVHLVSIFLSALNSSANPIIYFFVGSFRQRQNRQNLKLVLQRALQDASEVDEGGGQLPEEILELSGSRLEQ
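Material: MrgX1-expressing HEK293 cells / Dosing: compound as first of three additions / Incubation: overnight seeding, then 1 h dark dye loading / Signal: Fluo-4 NW calcium fluorescence / Evaluation: B-scored fluorescence response ratio / Benchmarks: positive and negative control wells on each plate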
KCNQ1 pot: potentiators or activators of human KCNQ1 potassium channel. CHO-K1 KCNQ1, thallium flux FluxOR fluorescence; hits give high values. AID 2648. P51787. hit rate 0.35% among 310,000. B-score at 10 µM;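 active = fluorescence ratio B-score, a plate-corrected score, at least three library SD, with initial intensity B-score within 5 SD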
Target sequence (P51787 whole entry, looked up): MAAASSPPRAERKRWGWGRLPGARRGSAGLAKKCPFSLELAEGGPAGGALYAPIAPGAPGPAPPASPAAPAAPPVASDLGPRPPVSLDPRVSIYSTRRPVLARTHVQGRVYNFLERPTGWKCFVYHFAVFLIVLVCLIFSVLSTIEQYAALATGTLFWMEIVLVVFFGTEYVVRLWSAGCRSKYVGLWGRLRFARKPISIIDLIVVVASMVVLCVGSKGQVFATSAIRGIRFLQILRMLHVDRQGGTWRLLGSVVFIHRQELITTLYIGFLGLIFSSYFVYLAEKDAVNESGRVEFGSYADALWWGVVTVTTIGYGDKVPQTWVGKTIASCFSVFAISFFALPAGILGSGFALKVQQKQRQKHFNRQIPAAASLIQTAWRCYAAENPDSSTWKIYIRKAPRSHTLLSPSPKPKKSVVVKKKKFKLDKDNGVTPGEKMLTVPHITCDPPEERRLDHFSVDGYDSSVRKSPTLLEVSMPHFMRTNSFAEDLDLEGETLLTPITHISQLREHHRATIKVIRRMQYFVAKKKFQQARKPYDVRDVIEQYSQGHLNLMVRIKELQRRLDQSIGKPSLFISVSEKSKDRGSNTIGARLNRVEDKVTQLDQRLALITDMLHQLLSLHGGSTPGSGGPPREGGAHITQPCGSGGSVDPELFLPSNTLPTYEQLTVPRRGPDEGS
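Medium – assay buffer, equal DMSO in all wells · Material – CHO-K1 cell line with stable KCNQ1 potassium channel expression · Signal – kinetic FluxOR thallium fluorescence, 10-s 1-Hz baseline, 110-s post-stimulus read · Compound – single concentration per compound, DMSO matched to controls · Schedule – 37 °C overnight plating, 90-min dark dye load, 20-min compound pretreatment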
TMEM16A act: activators or potentiators of mouse TMEM16A chloride channel | Q8BHY3 | HEK293 TMEM16A/YFP-H148Q/I152L, iodide quench fluorescence; hits give low values | B-score at 10 µM | hit rate 0.3% among 340,000;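 active = fluorescence-ratio B-score plate-corrected deviation score at least 3 library SD below zero, with starting fluorescence score within 5 deviations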;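 note: channel opened by trigger with iodide after compound preincubation; score built on the fluorescence ratio of max minus min over baseline; more negative score means more quench and so TMEM16A activation or potentiation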
KCNQ1 block: human KCNQ1 channel inhibition; hit rate 1.3% among 310,000; B-score at 10 µM; CHO-K1 KCNQ1, FluxOR thallium flux fluorescence; hits give high values; P51787;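 active = compounds whose thallium flux B-score, printed positive for inhibition, exceeds three library SD while starting fluorescence stays within three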;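 note: channel opened by potassium depolarization with thallium stimulus after 20 min compound exposure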
TMEM16A inh: mouse TMEM16A channel inhibition, primary screen. Q8BHY3. HEK293 TMEM16A/YFP iodide influx fluorescence, ionomycin. normalized B-score (activity score, 25-100; higher = stronger inhibition) at 10 µM. hit rate 1.2% among 310,000. AID 588511;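 active = ratio plate-corrected score three or more library SD toward inhibition, starting fluorescence score within five deviations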;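 note: score derived from kinetic fluorescence span divided by baseline fluorescence per well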
KCNK9 block: human KCNK9 channel inhibition; Q9NPC2; HEK293 KCNK9, FluxOR thallium flux fluorescence; hits give low values; B-score at 10 µM; hit rate 1.2% among 310,000; AID 488922;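 active = ratio B-score over 3 SD below the library mean, with starting fluorescence within 5 SD of its mean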;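 note: negative B-score means less thallium flux so channel inhibition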
MrgX1 PAM: allosterically activates human MrgX1 receptor signaling | B-score at 10 µM | hit rate 0.63% among 310,000 | Q96LB2 | MrgX1-HEK293, Fluo-4 calcium flux, FDSS; hits give high values | AID 588675;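 active = plate-corrected calcium response at least 3 library SD above typical, normal starting fluorescence, not activating the receptor alone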;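 note: compound read alongside a low EC10 to EC30 dose of BAM8-22 agonist; peak minus trough fluorescence over baseline measured at the second addition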
* hit, by the source's call; i = inactive; x = not tested or not shown.

SMILES	hERG rescue	KCNK3 block	RGS4 block	RGS4 act	MrgX1 agonist	KCNQ1 pot	TMEM16A act	KCNQ1 block	TMEM16A inh	KCNK9 block	MrgX1 PAM
COc1ccc(/C=C2\Oc3cc(OCC(=O)N4CC(O)C[C@H]4C(=O)O)ccc3C2=O)c(OC)c1OC (stereo partly drawn)	-9	i	i	i	i	i	i	i	i	i	i
Nc1cc(OC(=O)c2cccs2)nn1S(=O)(=O)c1ccccc1	-1	i	i	i	i	i	i	i	i	i	i
NC(=O)CC1SC(N)=NC1=O (stereo not drawn)	-5	i	i	i	i	i	i	i	i	i	i
CCN1CCN(C2=C(NS(=O)(=O)c3ccc(Br)cc3)C(=O)c3ccccc3C2=O)CC1	-11	i	i	i	i	i	i	i	i	i	i
O=C(CSc1nnc(C2CC2)n1CC1CCCO1)Nc1ccc(Cl)cc1 (stereo not drawn)	-6	i	i	i	i	i	i	i	i	i	i
O=C(CN1C(=O)NC2(CCSC2)C1=O)N1CCN(c2ccc(F)cc2)CC1 (stereo not drawn)	-5	i	i	i	i	i	i	i	i	i	i
O=C(COC(=O)c1cc([N+](=O)[O-])ccc1N1CCOCC1)Nc1ccccc1OC(F)F	-13	i	i	i	i	i	i	i	i	i	i
COc1ccc(C2=NS(=O)(=O)N(C)C(C(=O)NC3CCCCC3)=C2)cc1	-7	i	i	i	i	i	i	i	i	i	i
COc1cc(NC(=O)c2cc(C)no2)cc(OC)c1OC	0	i	i	i	i	i	i	i	i	i	i
Cc1cccc(C(=O)NC2CC3CCCC(C2)N3Cc2ccccc2)c1 (stereo not drawn)	-3	i	i	i	i	i	i	i	i	i	i
CCn1c(=O)c(CCC(=O)NCCN2CCOCC2)c(C)c2c(C)nn(-c3cccc(C)c3)c21	-8	i	i	i	i	i	i	i	i	i	i
Cc1cc(C)nc(SC(C)CNS(=O)(=O)c2ccccc2)n1 (stereo not drawn)	-20	i	i	i	i	i	i	i	i	i	i
O=S(=O)(Cc1ccccc1)Nc1ccc(S(=O)(=O)NCC2CCCO2)cc1 (stereo not drawn)	-2	i	i	i	i	i	i	i	i	i	i
CCOc1ccc(NC(=O)NCc2ccco2)cc1	-7	i	i	i	i	i	i	i	i	i	i
Cc1ccc(N2C(=O)c3ccccc3C2Nc2ccc(S(=O)(=O)N3CCOCC3)cc2)nc1 (stereo not drawn)	-10	i	i	i	i	i	i	i	i	i	i
COc1ccc(NC(=O)CSc2nc3c(c(=O)n2-c2ccccc2OC)SCC3)cc1	-12	i	i	i	i	i	i	i	i	i	i
COc1cccc(C(=O)Nc2ccc(N3CCN(S(C)(=O)=O)CC3)cc2)c1	0	i	i	i	i	i	i	i	i	i	i
OCCNc1ncnc2c1sc1nc(N3CCOCC3)c3c(c12)CCC3	-23	i	i	i	i	i	i	i	i	i	i
O=C(NC(=S)NC1CCSC1=O)c1cccc([N+](=O)[O-])c1 (stereo not drawn)	-3	i	i	i	i	i	i	i	i	i	i
CCCN(CC(=O)Nc1ccccc1C)C(=O)C1CC(=O)N(c2cccc(C)c2C)C1 (stereo not drawn)	-14	i	i	i	i	i	i	i	i	i	i
O=C(C1CCCC1)N1CCC(CC2CC(c3cccc(Br)c3)=NO2)(C(=O)NCC2CCCCC2)CC1 (stereo not drawn)	-4	i	i	i	i	i	i	i	i	i	i
Cc1nn(-c2ccc(F)cc2)c(C)c1CN1CCN(CCc2ccccc2)C(CCO)C1 (stereo not drawn)	-15	i	i	i	i	i	i	i	i	i	i
NC(=O)c1c(NC(=S)Nc2ccc(F)cc2)sc2c1CCCC2	-2	i	i	i	i	i	i	i	i	i	i
CCOC(=O)CCNC(=O)Nc1ccc2nc(C)n(Cc3cccc(Cl)c3)c(=O)c2c1	-6	i	i	i	i	i	i	i	i	i	i
O=C1c2ccccc2S(=O)(=O)N1Cc1c(F)cccc1Cl	3	i	i	i	i	i	i	i	i	i	i
CCn1c(=O)c(C(=O)CN2CCN(S(=O)(=O)c3cc(C)ccc3C)CC2)c(N)n(Cc2ccccc2)c1=O	-13	i	i	i	i	i	i	i	i	i	i
COc1ccccc1C(=O)Nc1cc2ccccc2oc1=O	-5	i	i	i	i	i	i	i	i	i	i
CC1CCc2c(nc3ncnn3c2N2CCN(c3ccccc3)CC2)C1 (stereo not drawn)	-10	i	i	i	i	i	i	i	i	i	i
CNC(C)C#Cc1ccc2sc3cc(OC)c(OC)cc3c(=O)c2c1 (stereo not drawn)	-20	x	i	i	i	i	x	i	i	i	i
Cc1cccc(-n2cnc3cc(C(=O)N4CCCCC4)ccc32)c1	-8	i	i	i	i	i	i	i	25*	i	i

The list goes on, overlapping the part above by 2 compounds.
SMILES	hERG rescue	KCNK3 block	RGS4 block	RGS4 act	MrgX1 agonist	KCNQ1 pot	TMEM16A act	KCNQ1 block	TMEM16A inh	KCNK9 block	MrgX1 PAM
CNC(C)C#Cc1ccc2sc3cc(OC)c(OC)cc3c(=O)c2c1 (stereo not drawn)	-20	x	i	i	i	i	x	i	i	i	i
Cc1cccc(-n2cnc3cc(C(=O)N4CCCCC4)ccc32)c1	-8	i	i	i	i	i	i	i	25*	i	i
O=C(CNC(=O)c1sc2ccccc2c1Cl)NCc1cccnc1	-14	i	i	i	i	i	i	i	i	i	i
CC(C)CN1C(=O)C(=O)N(CC(=O)NCc2ccc3c(c2)OCO3)C1=O	0	i	i	i	i	i	i	i	i	i	i
CCCN1CCN(CCCNC(=O)C2CCN(c3nnc(-n4c(C)ccc4C)s3)CC2)CC1	-3	i	i	i	i	i	i	i	i	i	i
CCCn1cc(S(=O)(=O)c2ccccc2)c(=O)c2cc(F)c(N3CCN(C)CC3)cc21	-7	i	i	i	i	i	i	i	i	i	i
O=C(N/C(=C\c1ccc2c(c1)OCO2)C(=O)N1CCOCC1)c1cccs1	-7	i	i	i	i	i	i	i	i	i	i
COc1ccc2[nH]c(C)c(CCN(Cc3cccs3)C(=S)Nc3ccccc3)c2c1	-16	-13*	i	i	i	i	i	i	i	-11*	i
COC(=O)C1=C(COc2ccccc2)NC(=O)NC1c1ccc(Cl)cc1 (stereo not drawn)	-11	x	i	i	i	i	x	i	i	i	i
Cc1ccccc1C(=O)Nc1ccc(C(=O)N/N=C/c2ccc(F)cc2)cc1	-14	i	i	i	i	i	i	i	i	i	i
CC1CC(C)CN(C(=O)c2ccccc2Nc2ccc(SC(F)F)cc2)C1 (stereo not drawn)	-17	i	i	-7.4*	i	i	i	i	i	i	i
Cc1ccc(C2CC(c3ccccc3)n3ncnc3N2)cc1 (stereo not drawn)	-8	i	i	i	i	i	i	i	i	i	i
CCOC(=O)c1c(N)sc(C(=O)N(CC)CC)c1C	-19	i	i	i	i	i	i	i	i	i	i
Cn1cc(/C=N/NC(=O)c2ccc(C#N)cc2F)c2ccccc21	-6	i	i	i	i	i	i	i	i	i	i
CCCCn1c(N)c(N(CCOC)C(=O)C2CC(=O)N(c3cccc(SC)c3)C2)c(=O)[nH]c1=O (stereo not drawn)	-12	i	i	i	i	i	i	i	i	i	i
CC(NC(=O)Cn1cccc1C(=O)c1ccccc1)c1ccccc1 (stereo not drawn)	-3	i	i	i	i	i	i	i	i	i	i
CC(OC(=O)c1cc(=O)[nH]c2ccccc12)c1ccccc1 (stereo not drawn)	-4	i	i	i	i	i	i	i	i	i	i
CC1(C)CC(=O)C2=C(C1)OC(N)=C(C#N)C2c1ccc2c(c1)OCO2 (stereo not drawn)	-14	i	i	i	i	i	i	i	i	i	i
CC(C)CNC(=O)COc1ncnc2ccccc12	-7	i	i	i	i	i	i	i	i	i	i
COc1ccc(CNC(=O)c2cccc(NC3=NC4CS(=O)(=O)CC4S3)c2)cc1 (stereo not drawn)	-4	i	i	i	i	i	i	i	i	i	i
CC1CCc2c(sc(NC(=O)Cn3nc(C(F)(F)F)c4c3CCCCC4)c2C#N)C1 (stereo not drawn)	1	i	i	i	i	i	i	i	i	i	i
Cc1ccc2c(c1)c1c(n2CC(O)Cn2ccnc2C)C(=O)CCC1 (stereo not drawn)	-7	i	i	i	i	i	i	i	i	i	i
COc1cc(NC(=O)COc2cc(O)c3c(c2)OC(C)(C)CC3=O)cc(OC)c1OC	-28	i	i	i	i	i	i	9*	100*	i	i
COc1cc(OC)cc(-c2cc3nc(C)cc(N4CCN(C(=O)c5ccco5)CC4)n3n2)c1	-4	x	i	i	i	i	x	i	i	i	i
Cc1n[nH]c(=S)n1/N=C/c1ccc(Br)o1	-8	i	i	i	i	i	i	i	i	i	i
O=C(CSc1nnc(-c2ccc(F)cc2)o1)Nc1ccccc1N1CCOCC1	-6	i	i	i	i	i	i	i	i	i	i
CC(C)c1ccc(OCC(=O)Nc2cccc3c2CCCC3)cc1	-7	i	i	i	i	i	i	i	i	i	i
O=C(O)CCC(=O)Nc1ccccc1Oc1ccccc1	-5	i	i	i	i	i	i	i	i	i	i
CC(=O)c1c(C(C)=O)c(C)n(-c2cccc([N+](=O)[O-])c2)c1C	-2	i	i	i	i	i	i	i	i	i	i
Cc1ccccc1CCN(C(=O)c1csnn1)C(C(=O)NC1CCCC1)c1ccncc1 (stereo not drawn)	-9	i	i	i	i	i	i	i	i	i	i
Cc1ccc(OCCn2cc(/C=C(\C#N)C(=O)NCC3CCCO3)c3ccccc32)cc1C (stereo not drawn)	-10	i	i	i	i	i	i	i	i	i	i
Cc1c(NC(=S)NC(=O)c2cccc([N+](=O)[O-])c2)c(=O)n(-c2ccccc2)n1C	-2	i	i	i	i	i	i	i	i	i	i
COc1ccc(N(C(=O)c2cccnc2)S(=O)(=O)c2ccc(OC)c(OC)c2)cc1	-15	i	i	i	i	i	i	i	i	i	i
Cc1ccc(S(=O)(=O)N2CCN(Cc3csc(C)n3)CC2)cc1	-6	i	i	i	i	i	i	i	i	i	i

Rows were taken by chance. Share with any hit: about 6.3%.
